# RTF Ca sens inh – cardiac RTF calcium sensitivity inhibitors, primary screen, biochemical, IANBD-TnC fluorescence, EC70 calcium | Troponin I, cardiac muscle (Homo sapiens) + Troponin T, cardiac muscle (Homo sapiens) + … | IANBD-labeled cardiac RTF, Ca2+ fluorescence | inhibition, % at 7.15 µM | hit rate 0.12% among 340,000 | AID 493244, 2011;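 active = inhibition above the mean inhibition of all tested compounds plus 3 SD, cut at about 17% in these data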;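 also: assay run at fixed EC70 calcium of 1.6 mM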
# SR-BI DiI-HDL act – activators of SR-BI mediated DiI-HDL uptake, primary screen, ldlA[mSR-BI] CHO cells, DiI fluorescence | 3 h; 100 = double the neutral-control signal | hit rate 0.096% among 320,000 | activation, % at 12.5 µM;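 active = mean replicate activation of at least 60% and every replicate at or above 60%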;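 also: 0% = median plate neutral-control signal and 100% = twice that signal; values of inactives mirror those of a sister screen read the other way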
#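 material = CHO ldlA[mSR-BI] cells | medium = Ham's F12 with 0.5% BSA, HEPES 25 mM, pH 7.4 | reagent = fluorescent DiI-HDL, 10 µg/mL final | compound dosing = single-point compound dose | incubation = 3 h, 37 °C | measured by = bottom-read fluorescence, 550/595 nm | measure = HDL uptake via cellular fluorescence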
# CAL PDZ FP-1 – CAL PDZ peptide-binding inhibitors, primary screen, biochemical, fluorescence polarization, Cer-tagged CAL PDZ, HTS; Golgi-associated PDZ and coiled-coil motif-containing protein (Homo sapiens), Q9HD26; hit rate 0.02% among 330,000; AID 504414, 2011; purified CAL PDZ, TMR-peptide fluorescence polarization, 1 h; inhibition, % at 20 µM;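 active = highest replicate inhibition of at least 40%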;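 also: plate controls were DMSO neutral control wells for no effect and unlabeled competitor peptide control wells for full effect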
#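 Control set: unlabelled peptide and DMSO controls / Material: purified CerCALP PDZ construct / Timing: 1 h incubation at room temperature before polarization reading / Doses: 20 µM, one dose / Detection: fluorescence polarization (mP)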
# Rtt109 HAT inh – inhibitors of C. albicans Rtt109/Vps75 HAT, primary screen, biochemical, ThioGlo CoA-SH fluorescence, plate reader; Histone acetyltransferase RTT109 (Candida albicans (strain SC5314 / ATCC MYA-2876)), …; purified Rtt109/Vps75, 4 h; inhibition, % at 34.9 µM; hit rate 0.16% among 330,000; AID 540336, 2011;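 active = inhibition of at least 50% in every replicate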
# CAL PDZ FP-2 – untagged CAL PDZ binding inhibitors, primary screen, biochemical, fluorescence polarization, HTS; inhibition, % at 24.9 µM; AID 602252, 2012; hit rate 0.92% among 300,000; purified CAL PDZ, TMR-peptide fluorescence polarization, 1 h; Golgi-associated PDZ and coiled-coil motif-containing protein (Homo sapiens), Q9HD26;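 active = mean inhibition of at least 30% with at least half of replicates also reaching 30%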;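 also: 0% = DMSO neutral control and 100% = excess unlabeled competitor peptide PRC23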
# cardiac RTF act – cardiac RTF calcium sensitivity activators, primary screen, biochemical, IANBD-TnC fluorescence, EC20 calcium; Troponin I, cardiac muscle (Homo sapiens) + Troponin T, cardiac muscle (Homo sapiens) + …; IANBD-labeled TnC RTF fluorescence at EC20 calcium; 0% EC20 calcium, 100% full calcium; activation, % at 7.2 µM; hit rate 0.24% among 340,000; AID 493008, 2010;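 active = activation above the mean over all tested compounds plus 3 SD, cut at about 30% in these data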;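 also: rise in fluorescence read as greater calcium sensitivity of cardiac thin filaments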
# Keap1 Nrf2 FP – Keap1-Nrf2 protein-protein interaction inhibitors, primary screen, biochemical, fluorescence polarization, single point | Kelch-like ECH-associated protein 1 (Homo sapiens), Q14145 | Keap1 Kelch-Nrf2 peptide fluorescence polarization, 1536-well | inhibition, % at 9.4 µM | hit rate 0.15% among 340,000 | AID 504523, 2011; in the data active = inhibition above about 12%;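 also: human Keap1 Kelch domain with fluorescein labeled Nrf2 9mer peptide probe; 0% = neutral control wells and 100% = peptide positive control; higher means more block of Keap1 binding to Nrf2 peptide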
# Target sequence (Q14145 whole entry, looked up, the tested form may be a part): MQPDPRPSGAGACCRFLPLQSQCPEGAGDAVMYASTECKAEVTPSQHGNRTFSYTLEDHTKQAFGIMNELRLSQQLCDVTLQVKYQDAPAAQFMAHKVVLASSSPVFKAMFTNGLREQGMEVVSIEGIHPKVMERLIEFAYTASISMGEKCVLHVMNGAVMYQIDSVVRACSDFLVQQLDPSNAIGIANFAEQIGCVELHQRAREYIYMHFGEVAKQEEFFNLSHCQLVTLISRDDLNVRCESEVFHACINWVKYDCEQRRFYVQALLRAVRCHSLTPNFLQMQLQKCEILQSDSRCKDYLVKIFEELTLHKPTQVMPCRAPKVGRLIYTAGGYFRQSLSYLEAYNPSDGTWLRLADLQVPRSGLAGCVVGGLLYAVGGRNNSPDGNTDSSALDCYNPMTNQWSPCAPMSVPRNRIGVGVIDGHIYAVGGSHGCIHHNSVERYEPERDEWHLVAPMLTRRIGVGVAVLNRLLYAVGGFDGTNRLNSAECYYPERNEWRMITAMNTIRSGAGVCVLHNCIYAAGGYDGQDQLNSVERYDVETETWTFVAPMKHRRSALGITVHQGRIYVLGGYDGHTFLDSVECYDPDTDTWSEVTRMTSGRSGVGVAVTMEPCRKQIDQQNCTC
# PKA-R2B activ – activators of PKA-R2B holoenzyme, primary screen, biochemical, fluorescence polarization, Cy5-IP20, human; cAMP-dependent protein kinase catalytic subunit beta (Homo sapiens) + cAMP-dependent …; PKA-R2B holoenzyme dissociation; R2B truncated from residue 108, S112A mutant; 0% DMSO only, 100% 113 µM cGMP; activation, % at 11.4 µM; hit rate 0.079% among 340,000;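 active = activation above a cutoff set at the mean over all compounds plus 3 SD, cut at about 18% in these data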;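 also: higher means more holoenzyme dissociation and a rise in polarization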
# DAGLB inh – DAGLB lipase inhibitors, primary screen, biochemical, fluorescence, HTS; HEK293T DAGLB membrane lysate, EnzChek fluorogenic substrate; inhibition, % at 5.17 µM; hit rate 0.059% among 340,000; in the data active = inhibition above about 34%;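 also: 0% = enzyme with vehicle and 100% = wells lacking enzyme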
# LANA DNA inh – inhibitors of KSHV C-LANA binding to DNA, primary screen, biochemical, fluorescence polarization, FAM-LBS DNA, MBP-C-LANA, single point. Kaposi's sarcoma herpesvirus LANA C-terminal domain (residues 932-1162) DNA binding. inhibition, % at 9 µM. hit rate 0.078% among 340,000;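 active = highest replicate inhibition at or above 60% at 9 µM, even if other replicates fall short; inactive = all replicates below 60% inhibition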;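 also: 0% = neutral control wells and 100% = 4 µM acridine orange control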
# Active calls of the source: *; · = not tested or not shown.
# Short keys: A = RTF Ca sens inh; B = SR-BI DiI-HDL act; C = CAL PDZ FP-1; D = Rtt109 HAT inh; E = CAL PDZ FP-2; F = cardiac RTF act; G = Keap1 Nrf2 FP; H = PKA-R2B activ; I = DAGLB inh; J = LANA DNA inh
CC(C)(C)C(=O)N1NC(=Nc2ccccc2)SC1(C)C
  A: 3 | B: -10 | C: -0.4 | D: 8 | E: · | F: -4 | G: -2 | H: -7 | I: -3 | J: -1.8
c1ccc(-c2c3ccccc3nc3[nH]c4ccccc4c23)cc1
  A: 7 | B: -4 | C: -0.1 | D: 7 | E: -4 | F: -3 | G: 6 | H: -22 | I: -5 | J: -0.8
O=C(N/N=C/c1cccc(F)c1)c1cc(-c2ccco2)nc2ccccc12
  A: 17* | B: -30 | C: -2.4 | D: -2 | E: 0 | F: -15 | G: -6 | H: -2 | I: 1 | J: -3.0
Cc1ccc(NC(=O)C2CCN(c3ncnc4c3nc3n4CCCCC3)CC2)cc1Cl
  A: -8 | B: -62 | C: 0.6 | D: -8 | E: -4 | F: -5 | G: -6 | H: -4 | I: -2 | J: 14
C=CCO/N=C(/C)c1c(O)c(CC)c(-c2ccccc2)n(-c2ccccc2)c1=O
  A: -3 | B: 1 | C: -2.3 | D: 6 | E: 0 | F: 10 | G: -4 | H: -2 | I: -8 | J: -0.1
CC(C)c1nc(SCC(=O)Nc2cccc(C(F)(F)F)c2)c2c(=O)n(C)c(=O)n(C)c2n1
  A: -1 | B: -46 | C: -1.3 | D: 0 | E: · | F: -2 | G: -8 | H: -6 | I: -1 | J: -0.4
COc1cccc(NC(=O)C2CCCN2C(=O)Nc2ccccc2F)c1 (centres undefined)
  A: -2 | B: 7 | C: -1.9 | D: · | E: -1 | F: 1 | G: 1 | H: 8 | I: -1 | J: 0.0
N[C@@H](CO)c1nnc([C@H](CC(=O)O)NC(=O)C2CCNCC2)o1
  A: 3 | B: 16 | C: 0.1 | D: -3 | E: -3 | F: 3 | G: -3 | H: -3 | I: 1 | J: 0.2
Cc1ccc2nc(Cl)cc(=O)n2c1
  A: -9 | B: 4 | C: 0.0 | D: 0 | E: -2 | F: -4 | G: -5 | H: -4 | I: 4 | J: -2.3
COc1ccc(OC2C(=O)N(Cc3ccc4c(c3)OCO4)C2c2cccs2)cc1 (centres undefined)
  A: 16 | B: -13 | C: -2.9 | D: 0 | E: -2 | F: -6 | G: -1 | H: -8 | I: -7 | J: 1.1
COc1ccc(S(=O)(=O)N2CCCOC2CNC(=O)C(=O)NCCCn2ccnc2)cc1OC (centres undefined)
  A: -9 | B: 71* | C: -0.2 | D: -2 | E: -9 | F: -4 | G: -1 | H: -6 | I: 1 | J: 1.9
CC(NC(=O)c1ccncc1)c1ccc(Br)cc1 (centres undefined)
  A: -3 | B: 3 | C: 0.0 | D: -6 | E: · | F: -2 | G: 1 | H: -7 | I: -4 | J: 1.7
N#Cc1cnn(-c2cccc(Cl)c2)c1N
  A: 2 | B: · | C: -1.4 | D: -5 | E: 2 | F: 0 | G: 2 | H: 1 | I: 0 | J: 0.4
CC1(C)CC(=O)C=C(NNC(=O)c2ccccc2)C1
  A: -5 | B: 33 | C: -1.0 | D: 5 | E: 17 | F: 2 | G: 5 | H: 4 | I: 2 | J: -0.1
Brc1cc2c(cc1C1OCCO1)OCO2
  A: 3 | B: 18 | C: -0.4 | D: 1 | E: · | F: -9 | G: 2 | H: -2 | I: -2 | J: -0.3

# With a hit mark in RTF Ca sens inh, of those listed so far:
# Short keys: A = RTF Ca sens inh; B = SR-BI DiI-HDL act; C = CAL PDZ FP-1; D = Rtt109 HAT inh; E = CAL PDZ FP-2; F = cardiac RTF act; G = Keap1 Nrf2 FP; H = PKA-R2B activ; I = DAGLB inh; J = LANA DNA inh
O=C(N/N=C/c1cccc(F)c1)c1cc(-c2ccco2)nc2ccccc12
  A: 17* | B: -30 | C: -2.4 | D: -2 | E: 0 | F: -15 | G: -6 | H: -2 | I: 1 | J: -3.0

# Later entries
# Short keys: A = RTF Ca sens inh; B = SR-BI DiI-HDL act; C = CAL PDZ FP-1; D = Rtt109 HAT inh; E = CAL PDZ FP-2; F = cardiac RTF act; G = Keap1 Nrf2 FP; H = PKA-R2B activ; I = DAGLB inh; J = LANA DNA inh
COc1ccc(N2CCN(Cc3nc4c(c(=O)n(C)c(=O)n4C)n3C(C)C(C)=O)CC2)cc1 (centres undefined)
  A: -1 | B: 15 | C: 0.3 | D: 1 | E: -2 | F: -8 | G: 1 | H: -7 | I: 0 | J: 0.3
O=C(O)c1ccccc1NCN1C(=O)C2CC=C(Cl)CC2C1=O (centres undefined)
  A: -1 | B: 23 | C: 0.8 | D: 9 | E: · | F: -3 | G: -5 | H: -22 | I: 2 | J: 0.4
CCCNC(=O)C/C(C)=N/NC(=O)COc1ccc(C)cc1Br
  A: -3 | B: 0 | C: -0.3 | D: -5 | E: -5 | F: -4 | G: 2 | H: -3 | I: 0 | J: 1.1
Cc1ccc(-n2c(N)c(C(=O)Nc3c(C)n(C)n(-c4ccccc4)c3=O)c3nc4ccccc4nc32)cc1
  A: -1 | B: -14 | C: 0.1 | D: 3 | E: -2 | F: 8 | G: -1 | H: -5 | I: -1 | J: -3.8
COc1ccccc1CNC(=O)CCC(=O)N1CCOc2ccc(C)cc21
  A: -3 | B: -16 | C: -0.9 | D: -1 | E: -2 | F: -4 | G: 0 | H: 2 | I: -2 | J: -1.6
CCCOC(=O)c1ccc(Cl)c(NC(=O)c2ccc(-c3ccccc3)cc2)c1
  A: -9 | B: -66 | C: 0.3 | D: 1 | E: 1 | F: -1 | G: -5 | H: 5 | I: -2 | J: -0.5

# Structures listed so far that have bromine (three):
# Short keys: A = RTF Ca sens inh; B = SR-BI DiI-HDL act; C = CAL PDZ FP-1; D = Rtt109 HAT inh; E = CAL PDZ FP-2; F = cardiac RTF act; G = Keap1 Nrf2 FP; H = PKA-R2B activ; I = DAGLB inh; J = LANA DNA inh
CC(NC(=O)c1ccncc1)c1ccc(Br)cc1 (centres undefined)
  A: -3 | B: 3 | C: 0.0 | D: -6 | E: · | F: -2 | G: 1 | H: -7 | I: -4 | J: 1.7
Brc1cc2c(cc1C1OCCO1)OCO2
  A: 3 | B: 18 | C: -0.4 | D: 1 | E: · | F: -9 | G: 2 | H: -2 | I: -2 | J: -0.3
CCCNC(=O)C/C(C)=N/NC(=O)COc1ccc(C)cc1Br
  A: -3 | B: 0 | C: -0.3 | D: -5 | E: -5 | F: -4 | G: 2 | H: -3 | I: 0 | J: 1.1

# Pulled by structure from the list above (4):
# Short keys: A = RTF Ca sens inh; B = SR-BI DiI-HDL act; C = CAL PDZ FP-1; D = Rtt109 HAT inh; E = CAL PDZ FP-2; F = cardiac RTF act; G = Keap1 Nrf2 FP; H = PKA-R2B activ; I = DAGLB inh; J = LANA DNA inh
C=CCO/N=C(/C)c1c(O)c(CC)c(-c2ccccc2)n(-c2ccccc2)c1=O
  A: -3 | B: 1 | C: -2.3 | D: 6 | E: 0 | F: 10 | G: -4 | H: -2 | I: -8 | J: -0.1
c1ccc(-c2c3ccccc3nc3[nH]c4ccccc4c23)cc1
  A: 7 | B: -4 | C: -0.1 | D: 7 | E: -4 | F: -3 | G: 6 | H: -22 | I: -5 | J: -0.8
O=C(N/N=C/c1cccc(F)c1)c1cc(-c2ccco2)nc2ccccc12
  A: 17* | B: -30 | C: -2.4 | D: -2 | E: 0 | F: -15 | G: -6 | H: -2 | I: 1 | J: -3.0
COc1ccc(N2CCN(Cc3nc4c(c(=O)n(C)c(=O)n4C)n3C(C)C(C)=O)CC2)cc1 (centres undefined)
  A: -1 | B: 15 | C: 0.3 | D: 1 | E: -2 | F: -8 | G: 1 | H: -7 | I: 0 | J: 0.3

# From PubChem
